Bioassay records deposited in PubChem by National Center for Advancing Translational Sciences (NCATS).
EPAC2 ag = agonists of human EPAC2 (RAPGEF4). Q8WZA2. EPAC2 activation, biochemical qHTS; response scale: 100% = 6.5 mM cAMP response. Potency, µM (titrated, usually from 154 µM), inactives show at the highest dose activation, actives largely listed as activators. 0.079% of 360,000 active; note: potency is the fitted concentration of half-maximal effect; nearly all actives have a fitted effect of over 50% in size
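In this primary screen, activation is scored as increased exchange of BODIPY-GDP from Rap1B by 100 nM EPAC2, with 50 uM GDP as competitor. Signal is normalized to the 6.5 mM cAMP agonist control.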
PI5P4Ka inh = PI5P4K alpha (human) kinase inhibition; 1.2% of 330,000 active; P48426; max response, %; PI5P4Kalpha enzyme, ADP-Glo luminescence, 60 min; stronger effect = lower value; active = max response of -50% or lower; inconclusive = between -30% and -50%; inactive = -30% or higher; note: value at the top dose of about 77 µM; % is set by controls: 0 for no effect and ±100 for the full control effect
Target sequence (P48426 whole entry, looked up): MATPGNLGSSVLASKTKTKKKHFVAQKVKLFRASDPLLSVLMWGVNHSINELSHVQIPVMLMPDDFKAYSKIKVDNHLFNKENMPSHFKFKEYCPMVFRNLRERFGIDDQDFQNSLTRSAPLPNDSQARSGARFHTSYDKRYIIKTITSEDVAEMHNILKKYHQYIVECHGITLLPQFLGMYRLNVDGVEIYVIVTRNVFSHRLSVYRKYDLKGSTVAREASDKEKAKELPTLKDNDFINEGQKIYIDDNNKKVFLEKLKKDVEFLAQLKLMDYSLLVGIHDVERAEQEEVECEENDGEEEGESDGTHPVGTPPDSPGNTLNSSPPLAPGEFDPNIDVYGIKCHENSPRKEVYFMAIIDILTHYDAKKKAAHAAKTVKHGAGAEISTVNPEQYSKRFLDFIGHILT
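Enzyme plus substrate dispensed, test compounds pinned in, then ATP (5 microM final) added. After 60 min at RT, ADP-Glo reagent 1 for 45 min and reagent 2 for 30 min preceded luminescence imaging.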
PLK1 PBD block = PLK1 (human) polo-box domain binding inhibition; P53350; Plk1 PBD binding of FITC phosphopeptide, fluorescence polarization; Potency, µM, for inactives: max response, negative = inhibition, most hits filed as inhibitors; 2.8% of 360,000 active; note: potency is the fitted concentration of half-maximal effect; series mostly up to about 57 µM; % is set by controls: 0 for no effect and ±100 for the full control effect; nearly all actives have a fitted effect of over 65% in size
Target sequence (P53350 whole entry, looked up, the tested form may be a part): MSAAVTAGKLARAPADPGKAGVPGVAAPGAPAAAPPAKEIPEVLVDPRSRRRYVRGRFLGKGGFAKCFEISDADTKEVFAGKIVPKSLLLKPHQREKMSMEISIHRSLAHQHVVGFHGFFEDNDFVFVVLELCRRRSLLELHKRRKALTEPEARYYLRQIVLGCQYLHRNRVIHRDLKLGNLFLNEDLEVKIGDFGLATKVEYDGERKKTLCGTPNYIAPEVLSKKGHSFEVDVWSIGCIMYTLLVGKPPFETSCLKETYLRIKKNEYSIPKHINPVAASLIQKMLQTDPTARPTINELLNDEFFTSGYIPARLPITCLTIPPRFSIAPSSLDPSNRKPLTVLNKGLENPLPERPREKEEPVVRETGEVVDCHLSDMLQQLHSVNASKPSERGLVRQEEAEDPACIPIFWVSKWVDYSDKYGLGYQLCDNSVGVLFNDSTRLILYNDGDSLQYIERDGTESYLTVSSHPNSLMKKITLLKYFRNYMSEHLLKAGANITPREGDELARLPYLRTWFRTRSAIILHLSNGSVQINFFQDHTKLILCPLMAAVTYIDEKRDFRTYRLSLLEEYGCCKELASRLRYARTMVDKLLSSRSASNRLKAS
EPAC1 antagonist = blocks human EPAC1 exchange factor; O95398; EPAC1 GEF assay, Rap1b-BODIPY-GDP exchange fluorescence; Potency, µM (highest dose often 115 µM), without a hit: at the top dose activity change, negative = inhibition, usual class: inhibitors; 0.14% of 360,000 active; AID 720709;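 note: potency is the fitted concentration of half-maximal effect; plate controls were vehicle for no effect and positive control for full effect; nearly all actives have a fitted effect of over 50% in size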
CCT chaperon mod = cytosolic chaperonin activity modulation | 0.3% of 360,000 active | AID 651819 | purified chaperonin ATPase assay, HTRF ADP detection, 30 min | activity change, % (test concentration not listed), hits read low; in the data active = activity change below about -30%; note: % is set by controls: 0 for no effect and ±100 for the full control effect
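We incubate TRiC, 40 or 20 nM final, with library compounds at 76 uM and 10 uM ATP for 30 min at 37 °C. ADP formed is detected with Transcreener HTRF reagents after 30 min at room temperature.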
IL2 activator = activators of IL-2; IL-2 activation reporter assay, cell-based qHTS; stimulated with anti-CD3/CD4/CD28 beads; in transgenic mouse T cells; activation, % (series mostly up to about 46 µM); 0.065% of 360,000 active; in the data active = activation above about 50%; inconclusive = mostly about 30% to 49%; note: 0% is about no effect
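EGFP and DsRed fluorescence is measured by plate cytometry in unstimulated transgenic mouse T cells exposed to compound for 60 minutes, then stimulated 18 hours at 37 degrees C with anti-CD3/anti-CD4 beads plus anti-CD28.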
EPAC1 agonist = activates human EPAC1 exchange factor. EPAC1 agonist qHTS, biochemical assay; response scale: 100% = response to 6.5 mM cAMP. Potency, µM (titrated, usually from 154 µM), inactives show at the highest dose activation, usual class: activators. 0.073% of 360,000 active; note: potency is the fitted concentration of half-maximal effect; nearly all actives have a fitted effect of over 60% in size
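Nucleotide exchange assay: 100 nM EPAC1 with 250 nM Rap1B loaded with BODIPY-GDP and 50 uM GDP, room temperature. Fluorescence (480/540 nm) read every 5 min for 30 min; signal change normalized to 6.5 mM cAMP as full agonist.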
WRN inhibitor = WRN helicase (human) inhibition; AID 651768; 0.46% of 360,000 active; Q14191; Potency, µM (highest dose often 114 µM), for inactives: top-dose activity change, negative = inhibition, hits mostly inhibitors; WRN helicase unwinding, fluorescent forked duplex, kinetic; note: potency is the fitted concentration of half-maximal effect; % is set by controls: 0 for no effect and ±100 for the full control effect; nearly all actives have a fitted effect of over 55% in size
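WRN at 20 nM final was preincubated with compound for 15 min at room temperature; reaction started with 100 nM forked duplex oligonucleotide carrying fluorophore and quencher plus 2 mM ATP (final). Unwinding followed kinetically by red fluorescence (ex 525/em 598 nm).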
Starred values were filed as active, the others as inactive; ? = inconclusive; . = no result given; & = joins results of further samples; [ ] = remark or other dose. Unless noted, calls come from the whole dose curve; as a rule, active = well fitted curve in the direction sought with a large enough effect; inconclusive = small, poorly fitted or top-dose-only effect, or another doubt; inactive = no such curve, though single readings can be large; an effect the other way counts as inactive or inconclusive.

Every second line gives: EPAC2 ag	PI5P4Ka inh	PLK1 PBD block	EPAC1 antagonist	CCT chaperon mod	IL2 activator	EPAC1 agonist	WRN inhibitor
Cn1c(=O)[nH]c(NC2CCCCC2)c([N+](=O)[O-])c1=O
 : 0%	-13	1%	12%	0.2	-1.7	-9%	8%
Cc1cccnc1C(NC(=O)C1CCN(Cc2ccc(Oc3ccccc3)cc2)CC1)c1ccccc1 (stereo not given)
 : 18%	-6	-8%	-5%	-1.6	-0.6	4%	-6%
Cc1noc(C)c1C(=O)Nc1cc(S(=O)(=O)N2CCCCC2)ccc1N(C)C
 : -2%	-7	1%	-8%	-0.4	-0.6	-1%	-6%
O=C(O)c1cccc(S(=O)(=O)NCc2cccs2)c1
 : -1%	3	-19%	8%	-3.0	-0.7	-4%	-4%
O=C(CCN1C(=O)c2ccccc2C1=O)NCCC1=CCCCC1
 : 0%	.	-6%	-7%	0.5	-3.3	-3%	2%
CCOC(=O)C1(CC2CC2)CCN(Cc2cn[nH]c2-c2ccccc2)CC1
 : 5%	-1	-6%	-14%	-3.8	0.5	7%	0%
C=CCNC(=O)/C(C#N)=C/c1cn(-c2ccccc2)nc1-c1cccs1
 : -4%	1	2%	-1%	0.3	-0.9	-2%	-5%
CC(C)C(NC(=O)c1ccccc1NC(=O)c1ccccc1)C(=O)NNC(=O)c1ccncc1 (stereo not given)
 : 4%	-1	-8%	?	1.0	-1.6	11%	-8%
C/C(=N\NC(=O)c1c[nH]c2ccccc12)c1ccc(C)o1
 : 0%	.	-3%	15%	0.8	2.8	1%	-29%
O=C(CSc1nc(-c2ccc(F)cc2)nc2c1Cc1ccccc1O2)Nc1cccc(C(=O)O)c1
 : 0%	?	11µM*	?	-0.1	-2.1	-7%	?
CCCCCc1c(-c2ccc(OC)c(OC)c2)ncn1CCc1ccccc1OC
 : 13%	-1	-4%	-9%	-1.7	-0.9	-3%	-2%
CCOc1c(C(N)=O)cc([N+](=O)[O-])cc1[N+](=O)[O-]
 : 5%	-5	-9%	-18%	0.0	-0.9	8%	4%
CCOc1ccc(N2CC(C(=O)Nc3ccccc3OC)CC2=O)cc1 (stereo not given)
 : 4%	-1	-24%	-27%	0.4	-2.8	-10%	-5%
CCC(C)NC(=O)c1nc2c(nnn2Cc2ccccc2Cl)c(=O)[nH]1 (stereo not given)
 : -1%	-12	-7%	-4%	4.1	2.4	-2%	0%
CCCCn1c(N)c(N(CC(C)C)C(=O)c2cc(S(=O)(=O)N3CCCCC3)ccc2C)c(=O)[nH]c1=O
 : 0%	1	0%	9%	-0.2	2.1	0%	-13%

Marked active in PLK1 PBD block, among the entries above:
Structure | PI5P4Ka inh | PLK1 PBD block | EPAC1 antagonist | CCT chaperon mod | IL2 activator | WRN inhibitor
O=C(CSc1nc(-c2ccc(F)cc2)nc2c1Cc1ccccc1O2)Nc1cccc(C(=O)O)c1 | ? | 11µM* | ? | -0.1 | -2.1 | ?

Continued.
Every second line gives: EPAC2 ag	PI5P4Ka inh	PLK1 PBD block	EPAC1 antagonist	CCT chaperon mod	IL2 activator	EPAC1 agonist	WRN inhibitor
CC(=O)Nc1ccc(S(=O)(=O)N2CCCC2)cc1
 : -5%	-2	8%	-18%	-3.0	0.4	-4%	5%
CC(=O)Nc1cccc(-c2cc(NC=O)c3ncc(-c4cccc(C(C)=O)c4)n3c2)c1
 : 1%	-55*	-15%	?	-2.2	-1.0	-4%	-19%[57.1 µM]
COC(=O)Cc1cc(C)cc2c(=O)cc(-c3ccoc3)oc12
 : 16%	?	-31%	-7%	-1.9	-0.1	2%	?
c1ccc(CCC2CCCCN2Cc2nc(C3CC3)no2)cc1 (stereo not given)
 : 7%	1	-14%	-6%	-1.3	1.9	-2%	-5%
O=S(=O)(c1cccc(C(F)(F)F)c1)N1CCC(c2nc3ccccc3[nH]2)CC1
 : -4%	14	7%	-13%	0.7	-0.9	-10%	2%[57.1 µM]
CCn1c(SCC(=O)N2CCCc3ccccc32)nc2ccccc2c1=O
 : 12%	1	-5%	8%	-1.6	-2.7	19%	-9%
CC(=O)Nc1ccc(S(=O)(=O)N(CCc2ccccc2)CC(=O)N/N=C/c2ccc(C(=O)O)cc2)cc1
 : 1%	-1	-1%	-7%	-1.7	-2.3	-12%	1%
O=C(CCS(=O)(=O)c1ccccc1)NC1CCCC1
 : 1%	0	0%	-7%	0.2	-2.7	-15%	-6%
O=C(CNC(=O)c1ccccc1F)N/N=C/c1cn[nH]c1-c1ccccc1
 : 4%	-5	-4%	17%	0.1	-0.6	1%	1%
Cc1c(NC(=O)C(C)OC(=O)c2nc(Cl)ccc2Cl)c(=O)n(-c2ccccc2)n1C (stereo not given)
 : -9%	-1	-4%	3%	0.4	-1.7	5%	-10%
Cc1ccc(C(=O)N(CC(=O)NC2CCCC2)c2ccccc2Cl)s1
 : -1%	-1	-14%	-11%	-1.5	-2.5	-3%	-1%
CCOc1ccc(NC(=O)CS(=O)(=O)c2cn(C)c3ccccc23)cc1
 : -6%	8	-4%	-12%	1.0	-1.5	2%	-14%
CCOC(=O)c1[nH]c(C)c(C(=O)N2CCN(c3ccc(F)cc3)CC2)c1C
 : 8%	.	-9%	10%	2.1	-1.6	-3%	-16%
CCOc1ccc(NC(=O)CN2CCCC2c2cccs2)cc1S(=O)(=O)N1CCCC1 (stereo not given)
 : 9%	-2	-3%	3%	-1.1	0.5	10%	-4%
CCC(=O)N(CCC1(c2ccccc2OC)CCOC(C(C)C)C1)Cc1ccco1 (stereo not given)
 : 16%	0	-8%	-24%	-1.7	2.3	10%	-6%
O=C1CCC(C(=O)N2CCSCC2)CN1CCc1cccc(F)c1 (stereo not given)
 : -2%	-4	4%	-13%	-1.5	-0.1	-15%	-1%
COc1ccc(OC)c2c1cc(C(=O)N[C@H](C(=O)N1CCC(C(=O)O)CC1)C(C)C)n2C
 : 11%	0	-20%	-1%	0.7	-0.1	8%	25%
Cc1ccc(C)c(CN2CCC(n3nccc3NC(=O)C3CCCC3)CC2)c1
 : -4%	4	1%	-24%	1.1	-0.6	-5%	-15%
CCOC(=O)C1(C)CCCN(C(=O)c2cccnc2SC)C1 (stereo not given)
 : 7%	3	-8%	0%	-4.9	2.0	0%	4%
COc1ccc(CC(=O)NNC(=O)CSc2nc(C)c(C)c(=O)[nH]2)cc1
 : 11%	0	-14%	-2%	0.7	0.2	5%	-9%
COc1cccc(NC(=S)NCc2ccccc2)c1
 : -3%	1	-3%	-26%	-5.5	-0.6	6%	8%
Cc1nnc(NC(=O)C2COc3ccccc3O2)s1 (stereo not given)
 : -2%	-15	21µM*	-6%	-1.7	-0.6	-10%	8%
COc1ccc(C(=O)COC(=O)c2ccco2)cc1
 : 2%	-19	-6%	8%	2.2	0.9	0%	6%
Cc1nc(C(F)(F)F)ccc1C(=O)Nc1ccccc1N1CCOCC1
 : 3%	-1	-2%	15%	1.4	-5.1	-3%	1%
C[C@@H]1CN([C@@H](C)CO)C(=O)CCCn2nncc2CO[C@H]1CN(C)C
 : 8%	-4	-1%	-2%	-1.8	0.7	3%	1%
C[C@@H](NC(=O)c1coc(=O)c(Br)c1)c1ccccc1
 : 3%	7	-4%	-3%	-2.4	-0.3	-9%	1%
C=CCSc1nnc2c(n1)OC=Nc1ccccc1-2
 : 5%	-5	-8%	0%	-0.4	-0.2	3%	-13%
O=C(O)c1nnn(-c2ccc([N+](=O)[O-])cc2)c1-c1ccccc1
 : 6%	1	-19%	1%	-2.2	4.2	11%	-3%
O=C(c1ccco1)N1CCN(C(=O)C(c2ccccc2)c2ccccc2)CC1
 : -3%	3	-10%	10%	-2.2	-0.5	1%	1%
COc1ccc(CNC(=O)C2CCC(CNS(=O)(=O)c3cccc4cccnc34)CC2)cc1 (stereo not given)
 : 10%	-8	2%	-4%	-0.9	-0.3	-5%	6%
O=C(c1ccco1)N1N=C(c2ccc(Cl)cc2)CC1c1ccco1 (stereo not given)
 : -12%	-6	-5%	-11%	-0.1	3.5	-6%	-7%
O=C(CN(C(=O)c1ccc(Cl)cc1)N1C(=O)C2CCCCC2C1=O)c1ccc(Cl)cc1 (stereo not given)
 : 18%	.	-4%	-4%	-0.4	1.3	0%	-11%
CCOCCCn1c(SCC(=O)N(C)C2CCS(=O)(=O)C2)nc2ccccc2c1=O (stereo not given)
 : 0%	-2	3%	-2%	0.8	0.0	-1%	0%
O=C1CCCc2oc3ccc(NS(=O)(=O)c4cccc5cccnc45)cc3c21
 : -2%	-10	-4%	-5%	-0.5	0.9	7%	-7%[11.6 µM]
COc1cc(CN2CCCC(C(=O)Nc3cccc(-n4cccn4)c3)C2)ccc1F (stereo not given)
 : 9%	-6	0%	-28%	-3.1	-3.9	-14%	1%
CC(C)(CO)NCC#Cc1ccccc1
 : 6%	0	3%	3%	0.1	0.3	12%	-3%
O=C(c1ccco1)N1CCN(c2cc(N3CCOCC3)c(F)cc2[N+](=O)[O-])CC1
 : 8%	-1	-1%	4%	0.2	-0.1	2%	-1%
CCOC(=O)C/C(C)=N/NC(=O)CN(c1ccc(Br)cc1)S(=O)(=O)c1ccccc1
 : -1%	2	-5%	-10%	3.0	-0.5	9%	-8%
CCNCCC(=O)N1c2ccccc2Sc2ccc(NC(=O)OCC)cc21
 : 19%	1	4%	4%	-2.1	-0.8	19%	1%
COc1cc2cc(CCOC(=O)c3ccc(C(F)(F)F)cc3)oc(=O)c2cc1OC
 : -13%	10	-2%	-11%	-4.0	-0.7	-13%	-1%
Cc1ccc(CN2C(=O)C(Cc3ccccc3)Nc3ncnc(N4CCCCC4)c32)cc1 (stereo not given)
 : 11%&1%	-7&2	-12%&-4%	-6%&5%	-2.5&0.1	1.8&-0.2	-9%&4%	2%&-7%
COc1cccc(CNC(=O)CNC(=O)c2cccs2)c1
 : 1%	0	-1%	0%	1.7	-0.8	-3%	10%
CCCCN(C(=O)CC1CCCCC1)c1c(N)n(CC(C)C)c(=O)[nH]c1=O
 : -8%	2	1%	17%	0.6	-3.3	-5%	7%
C[C@H](CO)N1C[C@H](C)[C@@H](CN(C)CC2CC2)Oc2c(NS(=O)(=O)c3ccccc3)cccc2C1=O
 : 12%	-3	-2%	7%	-1.6	3.7	-8%	-2%
O=c1cc(O)n(Cc2ccc(F)cc2)c(=O)[nH]1
 : -5%	-17	-25%	-8%	0.7	-1.7	-8%	-8%[57.1 µM]
CCOC(=O)C(C)Oc1ccc2c(CC)cc(=O)oc2c1C (stereo not given)
 : -6%	3	-4%	-5%	-0.6	-1.6	-1%	-30%[57.1 µM]

These rows are one share of the data. The share of hits here may be higher or lower than overall.
